B2AR arrestin: qHTS assay of beta-arrestin-biased ligands of beta2-adrenergic receptor; Beta-2 adrenergic receptor (Homo sapiens), P07550; beta-arrestin recruitment to beta2AR, cell-based reporter; Potency, µM (highest dose often 46.1 µM), for the others: at the highest dose activation, actives largely listed as activators; actives 0.02% (n = 330,000);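 note: potency is the fitted concentration of half-maximal effect; 0% = DMSO controls and full agonism = EC100 isoproterenol or metaproterenol; nearly all actives have a fitted effect of over 65% in size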
USP2a inh: qHTS Assay for Inhibitors of Ubiquitin-specific Protease USP2a Using CHOP2 as the Reporter. Potency, µM (titrated, usually from 38.3 µM), for inactives: at the top dose activity change, negative = inhibition, actives largely listed as inhibitors. actives 0.01% (n = 330,000). USP2 core, Ub-CHOP2 coupled fluorogenic reporter, 485/531;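 note: potency is the fitted concentration of half-maximal effect; plate controls were DMSO wells for no effect and full inhibition by NEM control for full effect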
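USP2 core (10nM final) preincubated 30min RT with compound in 20mM Tris-HCl pH 8.0, 2mM CaCl2, 2mM beta-mercaptoethanol, 0.05% CHAPS; 25nM Ub-CHOP2 plus 25nM reporter substrate added, fluorescence (Ex485/Em531) read after 60min.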
TSG101-PTAP inh: qHTS Assay for Iinhibitors of HIV-1 Budding by Blocking the Interaction of PTAP/TSG101. Tumor susceptibility gene 101 protein (Homo sapiens), Q99816. Potency, µM (highest dose often 115 µM), for the others: at the top dose activity change, negative = inhibition, hits mostly inhibitors. AID 493005, 2010. 340,000 tested, under 10 active. Fluorescence polarization, FITC-PTAP peptide / Tsg101 binding; active = well fitted inhibition curve with a large enough effect in the main read-out, with a control signal flat, not every such curve was filed as active; inconclusive = small, poorly fitted or top-dose-only effect, or effect the other way, or a change in a side signal; inactive = no such curve, though single readings can be large or run the other way; note: potency is the fitted concentration of half-maximal effect; % of control where 0% means no effect
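Fluorescence anisotropy tracks displacement of a FITC-tagged PTAP peptide (50 nM) from the Tsg101 binding domain (10 uM), following a 20 min room-temperature incubation at pH 7.5.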
ELG1 DNA repair: qHTS screen for small molecules that inhibit ELG1-dependent DNA repair in human embryonic kidney (HEK293T) cells expressing luciferase-tagged ELG1. HEK293T ELG1-luciferase reporter, luminescence, 16 h; DNA damage induced by 5-fluorouridine. Potency, µM (titrated, usually from 46.1 µM), for inactives: at the highest dose activity change, negative = inhibition, most hits filed as inhibitors. actives 2.3% (n = 330,000); note: potency is the fitted concentration of half-maximal effect; % is set by controls: 0 for no effect and ±100 for the full control effect; nearly all actives have a fitted effect of over 55% in size
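Quantitative HTS, concentration-response format. 2,000 cells/well co-treated with 5-fluorouridine and compound, 16 hr in 5% CO2 at 37 °C; ONE-Glo luminescence read after 30 min.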
Tb PFK block: qHTS Assay to Find Inhibitors of T. brucei phosphofructokinase; ATP-dependent 6-phosphofructokinase (Trypanosoma brucei brucei), O15648; T. brucei PFK, ADP-Glo luminescence; actives 0.17% (n = 330,000); Potency, µM (titrated, usually from 57.5 µM), for the others: at the top dose activity, negative = inhibition, most hits filed as inhibitors;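 note: potency is the fitted concentration of half-maximal effect; 0% = uninhibited 1x PFK enzyme wells and -100% = no-enzyme wells; nearly all actives have a fitted effect of over 60% in size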
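In TEA buffer at pH 8.0 with 5 mM MgCl2, enzyme (1.25 nM) converted F6P (0.5 mM) and ATP (0.1 mM) for 45 min at room temperature. ADP product was read by luciferase luminescence.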
uPA surface inh: qHTS for Inhibitors of Cell Surface uPA Generation; actives 0.31% (n = 330,000); cell surface uPA generation assay, qHTS; Potency, µM (titrated, usually from 38.3 µM), for inactives: at the top dose activity change, negative = inhibition, most hits filed as inhibitors; active = well fitted inhibition curve with a large enough effect; inconclusive = small, poorly fitted or top-dose-only effect; inactive = no such curve, though single readings can be large or run the other way; tested in mouse RAW 264.7 cells; note: potency is the fitted concentration of half-maximal effect; % is set by controls: 0 for no effect and ±100 for the full control effect; nearly all actives have a fitted effect of over 55% in size
Eya2 phos inh: qHTS Assay for Inhibitors of the Phosphatase Activity of Eya2; Protein phosphatase EYA2 (Homo sapiens), O00167; recombinant Eya2, OMFP fluorescence dephosphorylation (OMFP is methylfluorescein phosphate); Potency, µM (series often up to 76.9 µM), inactives show at the highest dose activity, negative = inhibition, hits mostly inhibitors; actives 0.006% (n = 330,000); AID 488837, 2010; note: potency is the fitted concentration of half-maximal effect; % is set by controls: 0 for no effect and ±100 for the full control effect
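Eya2 protein (added as 0.2 uM solution) was preincubated with compound for 10 min at ambient temperature in 50 mM HEPES pH 7.5, 50 mM NaCl, 5 uM MgCl2, 0.05% BSA, 1 mM DTT. OMFP (added at 50 uM) then reacted 10 min; fluorescence read at 485/525 nm.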
TSHR antagonist: Antagonists of the Thyroid Stimulating Hormone Receptor: HTS campaign; AID 504810, 2011; actives 0.2% (n = 330,000); activity change, negative = inhibition, % at 11.5 µM; TSHR-expressing cells, TSH-stimulated cAMP HTRF, 2 h; stronger effect = lower value;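 active = activity change below a set negative limit, meaning inhibition stronger than a set level, cut at about -70% in these data; inconclusive = activity change between two set negative limits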; note: % is set by controls: 0 for no effect and ±100 for the full control effect
Target sequence (P16473 whole entry, looked up): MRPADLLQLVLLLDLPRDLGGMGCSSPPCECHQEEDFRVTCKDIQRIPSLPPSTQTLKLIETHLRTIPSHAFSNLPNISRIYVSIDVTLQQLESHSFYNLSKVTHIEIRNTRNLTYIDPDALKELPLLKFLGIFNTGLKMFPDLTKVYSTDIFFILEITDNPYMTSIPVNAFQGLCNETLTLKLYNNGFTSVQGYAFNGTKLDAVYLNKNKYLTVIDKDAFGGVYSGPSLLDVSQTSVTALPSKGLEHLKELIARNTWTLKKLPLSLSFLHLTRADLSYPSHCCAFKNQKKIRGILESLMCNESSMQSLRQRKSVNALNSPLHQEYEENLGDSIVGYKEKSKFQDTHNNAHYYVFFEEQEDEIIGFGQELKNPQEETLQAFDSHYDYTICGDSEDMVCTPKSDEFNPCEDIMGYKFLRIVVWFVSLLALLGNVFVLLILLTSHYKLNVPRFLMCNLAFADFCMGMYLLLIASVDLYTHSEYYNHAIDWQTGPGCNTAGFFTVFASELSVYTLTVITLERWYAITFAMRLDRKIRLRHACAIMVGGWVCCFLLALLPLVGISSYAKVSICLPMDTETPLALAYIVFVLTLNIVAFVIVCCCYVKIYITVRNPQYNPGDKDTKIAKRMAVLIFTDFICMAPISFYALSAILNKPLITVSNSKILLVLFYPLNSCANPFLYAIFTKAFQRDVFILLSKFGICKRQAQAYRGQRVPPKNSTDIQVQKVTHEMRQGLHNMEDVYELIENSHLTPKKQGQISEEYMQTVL
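Inhibition of cAMP made by TSHR-expressing cells under TSH stimulation (4nM final, EC80; 2 h, 37 deg C) is quantified with a one-step lysis HTRF kit, anti-cAMP cryptate versus cAMP-d2.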
TCR act: Activators of T cell receptors: qHTS campaign; primary human leukocytes, anti-CD3, IL-2 HTRF, 48 h; Potency, µM (top dose mostly 9.22 µM), without a hit: at the top dose activation of IL-2 secretion, hits mostly activators; 330,000 tested, under 10 active; note: % of control where 0% means no effect
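48 hr co-incubation of compounds, a-CD3 beads and primary human leukocytes; IL-2 quantified homogeneously by HTRF with anti-IL-2 K and d2 conjugates.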
Mito fusion act: qHTS Assay for Small Molecule Inhibitors of Mitochondrial Division or Activators of Mitochondrial Fusion | S. cerevisiae fusion-defective mutant growth rescue, CellTiterGlo 48 h | Potency, µM (top dose mostly 46.1 µM), for the others: at the highest dose growth rescue (activation), actives largely listed as activators | actives 0.23% (n = 320,000) | AID 485298, 2010;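 note: potency is the fitted concentration of half-maximal effect; % of control where 0% means no effect; nearly all actives have a fitted effect of over 45% in size; temperature-sensitive fusion mutants such as fzo1-1 at 37 °C on non-fermentable ethanol glycerol medium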
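Yeast fusion mutant, YPEG (non-fermentable carbon), compound, 48 h at 37C non-permissive; CellTiterGlo added, 10 min RT, luminescence read. Rescued growth = division inhibition.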
BCR signal inh: qHTS Assay to Find Inhibitors of Chronic Active B-Cell Receptor Signaling | Potency, µM (titrated, usually from 46.1 µM), for inactives: at the top dose ratio change, negative = lower green/red ratio, hits mostly inhibitors | actives 0.05% (n = 340,000) | ABC-DLBCL IkBa-CBG/CBR reporter, luminescence ratio, 4 h; active = well fitted inhibition curve with a large enough effect in the signal ratio, with a control signal flat, not every such curve was filed as active; inconclusive = small, poorly fitted or top-dose-only effect, or effect the other way, or a change in a side signal; the % refers to the signal ratio;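 note: potency is the fitted concentration of half-maximal effect; plate controls were basal doxycycline-induced cells for no effect and cells given 10 µM MG132 for full effect; MG132 reads +100%, hits lower the ratio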
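TMD8 human ABC-DLBCL cells with doxycycline-inducible IκBα–green luciferase fusion and unfused red luciferase, in 0.5% FBS medium; compounds up to 46 uM, 4 h at 37C. Green/red luminescence ratio, filter-overlap corrected, fitted to concentration-response curves.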
Starred values were filed as active, the others as inactive; u = inconclusive; x = not tested or not shown; [ ] = another dose, or the depositor's remark. Unless noted, calls come from the whole dose curve; as a rule, active = well fitted curve in the direction sought with a large enough effect; inconclusive = small, poorly fitted or top-dose-only effect, or another doubt; inactive = no such curve, though single readings can be large; an effect the other way counts as inactive or inconclusive.

structure,Tb PFK block,TSG101-PTAP inh,TCR act,USP2a inh,ELG1 DNA repair,TSHR antagonist,Eya2 phos inh,BCR signal inh,B2AR arrestin,Mito fusion act,uPA surface inh
COc1ccc(C)cc1N(C(=O)Cn1nnc(-c2ccc(C)o2)n1)C(C(=O)NC1CCCC1)c1ccncc1 (configuration not stated),0%,0%,-3%,2%,0%,-7,-12%,-1%,-0.3%,-6%,-4%
Cc1ccc(N2C(=O)c3ccccc3C2Nc2cccnc2)nc1 (configuration not stated),-1%,0%,4%[46.1 µM],0%,u,22,2%,2%,-0.1%,4%,-17%
NS(=O)(=O)c1ccc(CCNC(=O)NC23CC4CC(CC(C4)C2)C3)cc1,0%,-4%,-11%,11%,2%,-6,2%,0%,-0.3%,0%,7%
Cn1cnc2c1c(=O)n(Cc1cccc(Cl)c1)c(=O)n2C,4%,-5%,1%,1%,0%,-6,u,3%,0.2%,-1%,4%
CCOC(=O)C(=O)/C(=C\N(C)C)c1onc(-c2ccccc2)c1C(=O)OC,-8%,-2%,-9%,6%,5%,6,11%,-1%,0.3%,-4%,5%
O=C(c1cccc([N+](=O)[O-])c1)N1CCN(Cc2ccc3c(c2)OCO3)CC1,-20%,1%,-7%,-1%,u,24,8%,-7%,-0.1%,-6%,-1%
NS(=O)(=O)c1ccc(CCNC(=O)CSc2ncnc3ccccc23)cc1,1%,-1%,1%,2%,-12%,9,8%,-1%,-0.4%,8%,0%
Cc1ccc(SCCNC(=O)C(C)C)cc1,14%,-2%,7%,4%,23%,-4,-20%,-1%,-0.1%,3%,5%
COc1ccc(/C=N/NC(=O)c2nnn(-c3nonc3N)c2CN(C)c2ccccc2)cc1,1%,1%,-6%,-6%,u,-5,-6%,10%,0.5%,-36%[inhibitor],-5%
CCc1c(O)nc(SCC(=O)Nc2nc3ccccc3s2)n(-c2ccccc2)c1=O,-2%,2%,6%,1%,12%,-1,6%,u,0.0%,3%,-11%
COc1ccc(Cl)cc1C(=O)NNC(=O)CN1C(=O)C2CC=CCC2C1=O (configuration not stated),2%,-1%,11%,2%,12%,-1,2%,2%,-1.0%,-5%,14%
C[C@H](NC(=O)c1ccco1)C(=O)NNC(=O)c1ccc(F)cc1,-2%,-6%,17%,3%,6%,-2,-4%,-18%,0.0%,x,3%
Cc1ccc(N(Cc2cc3ccc(C)cc3[nH]c2=O)S(=O)(=O)c2ccccc2)cc1,0%,-9%,-5%,4%,13%,6,4%,-4%,3.1%,5%,-1%
Cc1ccccc1OCC(=O)Nc1ccc(NC(=O)c2ccco2)cc1,2%,-1%,-5%,-1%,2%,-9,-5%,u,0.0%,1%,-1%
CCCCn1c(N)c(N(CC)C(=O)c2cc(S(=O)(=O)N3CCCCCC3)ccc2OC)c(=O)[nH]c1=O,-3%,-2%,-4%,1%,15%,-4,9%,-3%,0.0%,-4%,2%
CSc1ccc2[nH]c(=O)cc(C)c2c1,-1%,-3%,5%,-2%,u,2,-4%,-4%,-1.1%,-1%,5%
CCN1C(=O)c2ccccc2Sc2ccc(C(=O)NCCN3CCOCC3)cc21,-3%,-3%,3%,-1%,0%,16,2%,-1%,-0.4%,3%,-2%
O=C(COC(=O)C1CC2CCCC(C1)C2=O)NNC(=O)c1ccccc1F (configuration not stated),0%,0%,4%,0%,0%,9,25%,-9%,0.4%,-7%,-8%
COc1ccc(CNC(=O)CN(Cc2ccc(OC)cc2)C(=O)CCC(=O)Nc2nccs2)cc1,3%,-2%,6%,0%,-9%,-5,-19%,0%,0.5%,2%,3%
COc1cc(/C=C2\SC(=S)N(C(C(=O)O)c3ccccc3)C2=O)cc(OC)c1OC (configuration not stated),3%,-1%,-2%,2%,-4%,14,-22%,-17%,-0.4%,7%,-1%
COc1ccc(NC(=O)CN(C)C(=O)c2cc(-c3ccc(Cl)cc3)nc3ccccc23)cc1,0%,1%,-6%,2%,u,-21,8%,3%,-0.2%,u,-2%
CC12CCC(C(=O)NCCN3CCCCC3)(CC1=O)C2(C)C (configuration not stated),-1%,1%,16%,-2%,21%,29,3%,u,-1.1%,-5%,1%
COC(=O)c1cccnc1NC(=S)NNC(=O)c1ccccc1,7%,0%,6%,2%,u,16,10%,u,-0.2%,-3%,-8%
COc1ccccc1OCCSc1nc2ccccc2n1CC(O)CO (configuration not stated),-6%,-5%,1%,-2%,u,-6,-6%,-1%,0.0%,0%,-3%
O=C(CCNS(=O)(=O)c1ccccc1)OCC(=O)c1ccc(Br)cc1,6%,-7%,-1%,3%,4%,5,-16%,4%,-0.5%,-3%,-1%
Cc1cccc(-n2ncc(Cl)c(Cl)c2=O)c1,1%,-1%,8%,-1%,u,-34,-3%,u,-0.6%,-13%,10µM*
N=c1sccn1CC(=O)NCCc1ccc(Cl)cc1Cl,-3%,-3%,8%,2%,1%,9,9%,11%,-0.2%,0%,4%
COC(=O)c1ccc(CSc2nc3c(c(=O)n2-c2ccc(F)cc2)SCC3)o1,13%,-10%,-3%,-1%,u,0,-8%,u,9.8%,19%,-3%
NC(=O)C[n+]1ccc(/C=N/O)cc1,1%,0%,-6%,0%,-12%,10,10%,6%,0.1%,-6%,13%
Cn1c(SCC(=O)Nc2ccccc2F)nnc1C1CCCCC1,-6%,-9%,4%,0%,3%,11,-6%,7%,0.4%,-3%,-2%
CC(OC(=O)CCCNC(=O)c1ccc(Cl)cc1)C(=O)N(C)Cc1ccccc1 (configuration not stated),-3%,-9%,3%,0%,u,4,5%,3%,-0.3%,-2%,1%
CC(C)c1ccc(NC(=S)NN(c2ccccc2)c2ccccc2)cc1,1%,-6%,3%[46.1 µM],-7%,u,-2,-1%,4%,-0.8%,-5%,-17%
COc1ccccc1Oc1coc2c(CN(C)C)c(O)ccc2c1=O,-2%,0%,-6%,0%,19%,10,15%,0%,-0.3%,-1%,3%
COC(=O)NC1CSCC1OC(=O)CN1C(=O)c2ccccc2C1=O (configuration not stated),-1%,-4%,-1%,0%,-1%,1,-13%,0%,-2.0%,-11%,1%

Of the compounds above, 4 have two or more sulfur atoms.
structure,Tb PFK block,TSG101-PTAP inh,TCR act,USP2a inh,ELG1 DNA repair,TSHR antagonist,Eya2 phos inh,BCR signal inh,B2AR arrestin,Mito fusion act,uPA surface inh
NS(=O)(=O)c1ccc(CCNC(=O)CSc2ncnc3ccccc23)cc1,1%,-1%,1%,2%,-12%,9,8%,-1%,-0.4%,8%,0%
CCc1c(O)nc(SCC(=O)Nc2nc3ccccc3s2)n(-c2ccccc2)c1=O,-2%,2%,6%,1%,12%,-1,6%,u,0.0%,3%,-11%
COc1cc(/C=C2\SC(=S)N(C(C(=O)O)c3ccccc3)C2=O)cc(OC)c1OC (configuration not stated),3%,-1%,-2%,2%,-4%,14,-22%,-17%,-0.4%,7%,-1%
COC(=O)c1ccc(CSc2nc3c(c(=O)n2-c2ccc(F)cc2)SCC3)o1,13%,-10%,-3%,-1%,u,0,-8%,u,9.8%,19%,-3%
